Screening results as filed in PubChem BioAssay.
DYRK1A inh: inhibitors of rat Dyrk1A kinase. Q63470. ADP-Glo luminescence, NFATc1 peptide. inhibition, % at 12.5 µM. 310,000 tested, 0.43% active. AID 504441; in the data active = inhibition above about 50%;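 also: plate controls were vehicle with enzyme for no effect and no enzyme for full effect; many of its hits are not listed in these tables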
KCNK3 inh: human KCNK3 channel inhibition, primary screen; CHO-KCNK3 thallium flux, FluxOR fluorescence; stronger effect = lower value; B-score at 10 µM; 340,000 tested, 0.84% active; AID 602410;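 active = B-score under library mean minus 4 SD, starting fluorescence ratio at most library mean plus 5 SD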;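 also: more negative B-score means stronger inhibition of thallium flux through KCNK3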
Target sequence (O14649 whole entry, looked up): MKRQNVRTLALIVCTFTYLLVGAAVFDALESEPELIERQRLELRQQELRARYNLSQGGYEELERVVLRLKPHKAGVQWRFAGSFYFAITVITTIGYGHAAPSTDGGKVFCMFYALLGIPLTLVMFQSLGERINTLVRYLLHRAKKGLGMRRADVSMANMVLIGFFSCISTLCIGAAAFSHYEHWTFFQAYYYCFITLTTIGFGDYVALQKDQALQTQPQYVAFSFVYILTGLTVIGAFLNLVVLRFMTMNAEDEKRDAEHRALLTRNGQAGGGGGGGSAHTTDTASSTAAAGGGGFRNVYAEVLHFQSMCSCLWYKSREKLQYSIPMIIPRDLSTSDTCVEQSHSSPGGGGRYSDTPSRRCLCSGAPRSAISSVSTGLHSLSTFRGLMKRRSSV
The depositor's hits bear a star; i = inactive; & = joins results of further samples. This is a subset; rates above refer to the full screens.

The opening 6 records as a preview:
SMILES	DYRK1A inh	KCNK3 inh
S=P(N1CCOCC1)(N1CC1)N1CC1	-3	i
CCC(C)(O)C(=O)OC1C(=O)OC2CC3C(C)=CC(=O)C(O)C3(C)C3C4(O)OCC23C1C(C)C4O (stereo unspecified)	-3	i
CC12C=CC(=O)C=C1CCC1C2C(=O)CC2(C)C(=O)CCC12 (stereo unspecified)	3	i
CN1C(=O)N(C)C(=O)C(NS(=O)(=O)c2ccc(N)cc2)(c2ccccc2)C1=O	6	i
COc1ccc(C(=O)O)cc1OC	-6	i
COC(=O)C1=C(c2cccc(OCc3ccccc3)c2)C[C@@H]2CC[C@H]1N2C(=O)NCCOc1ccccc1	5	i

The list itself, from the first entry:
SMILES	DYRK1A inh	KCNK3 inh
S=P(N1CCOCC1)(N1CC1)N1CC1	-3	i
CCC(C)(O)C(=O)OC1C(=O)OC2CC3C(C)=CC(=O)C(O)C3(C)C3C4(O)OCC23C1C(C)C4O (stereo unspecified)	-3	i
CC12C=CC(=O)C=C1CCC1C2C(=O)CC2(C)C(=O)CCC12 (stereo unspecified)	3	i
CN1C(=O)N(C)C(=O)C(NS(=O)(=O)c2ccc(N)cc2)(c2ccccc2)C1=O	6	i
COc1ccc(C(=O)O)cc1OC	-6	i
COC(=O)C1=C(c2cccc(OCc3ccccc3)c2)C[C@@H]2CC[C@H]1N2C(=O)NCCOc1ccccc1	5	i
COc1ccc2[nH]c(C)c(CCNCc3cc(OC)c4c(c3)OCO4)c2c1	4	i
O=c1[nH]oc2c1CCNC2	0	i
CCN(CC)c1ccc(/C=N/c2sc3c(c2C#N)C2CCN3CC2)c(O)c1	-2	i
C/C=C1/C[N+]2(C)CCC34C(=C(C=O)[C@H]1C[C@@H]32)Nc1ccccc14 (stereo partly specified)	-3	i
NC1=NC(=O)N2CC12 (stereo unspecified)	4	i
CCOC(=O)[C@]12Cc3c(cc(OC)c(OC)c3OC)[C@H]1N(Cc1ccccc1)C(=O)c1ccccc12	14	i
O=C1NC(=O)C(C2CCCCCC2)C(=O)N1	2	i
Ic1ccccc1CN[C@@H]1C2CCN(CC2)[C@@H]1C(c1ccccc1)c1ccccc1	5	i
C[C@]12CCC(=O)C=C1CC[C@@H]1[C@@H]2CC[C@@]2(C)[C@H]1CC[C@]2(C)O	-2	i
COC(=O)C1=C(c2ccc(F)cc2OCc2ccccc2)C[C@@H]2CC[C@H]1N2C(=O)NCCOc1ccccc1Cl	4	i
OCC1CN1C1CCCCC1 (stereo unspecified)	-2	i
CC(=NNC(=S)N1CC2CCC(CC2)C1)c1nccs1	7	i
O=[N+]([O-])c1ccc(OP(=O)(O)Oc2ccc([N+](=O)[O-])cc2)cc1	-3	i
CCCn1c(C)c(C(=O)c2cccc3ccccc23)c2ccccc21	11	-11*
CN1C(=O)NC(=O)C2(CCCC2)C1=O	-7	i
CCN1CC2(COC(=O)c3ccccc3N)CCC(OC)C34C5CC6C(OC)CC(O)(C5C6OC)C(O)(C(OC)C23)C14 (stereo unspecified)	3	i
CCCN1CCC[C@@H](c2cccc(O)c2)C1	8	i
C[C@@H]1NCCc2cc(O)c(O)cc21	5	i
O=C1CC23c4ccccc4N4C(=O)CC5OCC=C6CN1C2CC6C5C43 (stereo unspecified)	0	i
C=CC1CN2CCC1CC2C(O)c1ccnc2ccccc12 (stereo unspecified)	12	i
CCOC(=O)[C@]12Cc3cc(N(C)C)ccc3[C@H]1N(Cc1ccccc1)C(=O)c1ccccc12	5	i
CC12CCC(O)CC1CCC1C2CCC2(C)C(C3=CC(=O)OC3)C(O)CC12O (stereo unspecified)	-1	i
COC(=O)C1=C(c2ccccc2OCc2ccccc2)C[C@@H]2CC[C@H]1N2C(=O)NCc1ccc(C(F)(F)F)cc1	19	i
CCC(=O)Nc1ccc(Cl)c(Cl)c1	-10	i
CC(=O)O[C@H]1[C@H]2O[C@]23[C@@H]2CC[C@]4(O)C[C@@H](O)CC[C@]4(C)C2CC[C@]3(C)[C@H]1c1ccc(=O)oc1 (stereo partly specified)	20	i
O=C1NC(=S)SC1=Cc1ccc(N(CCCl)CCCl)cc1	2	i
CN(C)Cc1c[nH]c2ccccc12	1	i
COCOC1CCC2C3CCC4=CC(=O)CCC4=C3C=CC12C (stereo unspecified)	3	i
CC1C(c2ccccc2)OCCN1C (stereo unspecified)	1	i
COC(=O)C1=C(c2ccccc2OCc2ccccc2)C[C@@H]2CC[C@H]1N2C(=O)NCc1ccc(Cl)cc1	-3	i

In another format: results already given
Below each compound – DYRK1A inh | KCNK3 inh
NC1=NC(=O)N2CC12 (stereo unspecified)
    4 | i
CCOC(=O)[C@]12Cc3c(cc(OC)c(OC)c3OC)[C@H]1N(Cc1ccccc1)C(=O)c1ccccc12
    14 | i

Four neighbouring records from above, for reference:
SMILES	DYRK1A inh	KCNK3 inh
S=P(N1CCOCC1)(N1CC1)N1CC1	-3	i
CCC(C)(O)C(=O)OC1C(=O)OC2CC3C(C)=CC(=O)C(O)C3(C)C3C4(O)OCC23C1C(C)C4O (stereo unspecified)	-3	i
CC12C=CC(=O)C=C1CCC1C2C(=O)CC2(C)C(=O)CCC12 (stereo unspecified)	3	i
CN1C(=O)N(C)C(=O)C(NS(=O)(=O)c2ccc(N)cc2)(c2ccccc2)C1=O	6	i

The results go on.
SMILES	DYRK1A inh	KCNK3 inh
NC(=O)c1ccc(N)nc1	4	i
Cc1cc(N(CCCl)CCCl)ccc1C=NNC(=O)Cc1cc(=O)oc2cc(O)ccc12	-14	i
COC(=O)C1=C(c2ccc3ccccc3c2)C[C@@H]2CC[C@H]1N2C(=O)NC1CCCCC1	0	i
COC(=O)C1=C(c2ccc(Cl)c(C(F)(F)F)c2)C[C@@H]2CC[C@H]1N2C(=O)N1CCCC1	4	i
Cn1cccc1/C=C1\C(=O)NC(=O)N(Cc2ccccc2Cl)C1=O	3	i
O=[N+]([O-])c1[nH]cnc1Br	1	i
C=Cc1cc(OC)c2c(c1)c(=O)oc1c2cc(OC)c2c(O)ccc(C3OC(C)C(O)C(C)(O)C3O)c21 (stereo unspecified)	5	i
c1cc2c(cc1[C@H]1OC[C@H]3[C@@H]1CO[C@H]3c1ccc3c(c1)OCO3)OCO2	0	i
CCN(CCCl)c1cc(CN(C)C)cc(NC(=O)c2ccc(C(=O)Nc3cc(CN(C)C)cc(N(CC)CCCl)c3)cc2)c1	6	i
COC(=O)C1=C(c2ccc(-c3ccccc3)c(F)c2)C[C@@H]2CC[C@H]1N2C(=O)NCc1cccc2ccccc12	3	i
O=C(COC(=O)Cc1ccccc1)NNC(=O)c1ccc([N+](=O)[O-])cc1	3	i
Cc1[nH]nc2ccc(-c3cncc(OC[C@@H](N)Cc4c[nH]c5ccccc45)c3)cc12	92*	i
COC(=O)C1=C(c2ccc(C(C)=O)cc2)C[C@@H]2CC[C@H]1N2C(=O)NCCO	3	i
CCN1C[C@]2(C)CC[C@H](O)[C@]34C1[C@H](C[C@H]23)[C@@]1(O)C[C@H](OC)[C@H]2C[C@@H]4[C@@H]1C2O (stereo partly specified)	2	i
C=C1C(C)C2C(Cc3ccccc3)NC(=O)C23C(OC(C)=O)C=CC(C)(O)CC(C)CC=CC3C1O (stereo unspecified)	2	i
COC1=CC(=O)O[C@@H](/C=C/c2ccccc2)C1	7	i
CC(C)CN(CC(C)C)C(=O)C1C2c3ccccc3C(c3ccccc32)C1C(=O)O (stereo unspecified)	6	i
CC(C)C(NC(=O)C(C(C)C)N(C)C)C(=O)N(C)C(C(=O)N1CCCC1C(=O)N1CCCC1C(=O)NCc1ccccc1)C(C)C (stereo unspecified)	3	i
CC1=CC(O)C(O)C2(C)C1CC1OC(=O)CC3C(C)C(O)C(=O)C2C13CO (stereo unspecified)	-3	i
COC(=O)C1=C(c2c(C)noc2C)C[C@@H]2CC[C@H]1N2C(=O)NCc1ccco1	7	i
COC(=O)C1=C(c2ccccc2OCc2ccccc2)C[C@@H]2CC[C@H]1N2C(=O)NCCc1ccc(F)cc1	12	i
COC(=O)C1=C(c2ccc(Cl)c(C(F)(F)F)c2)C[C@@H]2CC[C@H]1N2C(=O)NCCCOC(C)C	12	i
CNC(C)(C)Cc1ccccc1	-4	i
COC(=O)C1=C(c2ccc(F)cc2OCc2ccccc2)C[C@@H]2CC[C@H]1N2C(=O)NC1CCN(Cc2ccccc2)CC1	-4	i
COC(=O)C1=C(c2ccc(OC(F)(F)F)cc2)C[C@@H]2CC[C@H]1N2C(=O)NCCc1ccccc1	-2	i
C=CCN1CC[C@]23c4c5ccc(O)c4OC2[C@H](O)CC[C@@]3(O)[C@H]1C5 (stereo partly specified)	-1	i
CC(C)(C)C(=O)O[C@H]1CC[C@@]2(C)C(=CC(=O)C3C2CC[C@]2(C)C(=O)[C@@H](F)CC32)C1 (stereo partly specified)	5	i
CN(C)c1ccc(/C=C/c2cc[n+](C)c3ccccc23)cc1	5&13	i
CNC(=O)CSP(=S)(OC)OC	0	i
COC(=O)C1=C(c2ccc(F)cc2F)C[C@@H]2CC[C@H]1N2C(=O)NCCOc1ccccc1	2	i
COc1cc(C(=O)O)cc(OC)c1OC	8	i
COC(=O)C1=C(c2ccc(F)cc2OCc2ccccc2)C[C@@H]2CC[C@H]1N2C(=O)N1CCCCC1	7	i
CC1CCCCC12C(=O)NC(=O)NC2=O (stereo unspecified)	3	i
COC(COC(N)=O)C1=C(N2CC2)C(=O)C(C)=C(N2CC2)C1=O (stereo unspecified)	-5	i
CC1=CC2OC3CC4OC(=O)C=CC=CC(=O)OCCC(C)C(O)C(=O)OCC2(CC1)C4(C)C31CO1 (stereo unspecified)	5	i
CCCC(=O)NC1=C(N2CC2)C(=O)C(NC(=O)CCC)=C(N2CC2)C1=O	-2	i
C[C@]12CCC(=O)C=C1C=CC1C2CC[C@]2(C)C(=O)CCC12 (stereo partly specified)	-3	i
C[C@]12CC[C@H](O)CC1=CC(=O)C1C2CC[C@]2(C)C(=O)CCC12 (stereo partly specified)	9	i
COC(=O)C1=C(c2ccc(F)cc2F)C[C@@H]2CC[C@H]1N2C(=O)NCCNC(C)=O	-7	i
COC(=O)C1=C(c2ccc(OC(F)(F)F)cc2)C[C@@H]2CC[C@H]1N2C(=O)NCCOc1ccccc1	11	i
CN1[C@@H]2CC[C@H]1CC(OC1c3ccccc3CCc3ccccc31)C2 (stereo partly specified)	10	i
CC1([N+](=O)[O-])COP(=O)(Nc2cccc(Br)c2)OC1 (stereo unspecified)	45	i
CCCCC(CC)COC(=O)c1ccccc1C(=O)OCC(CC)CCCC (stereo unspecified)	6	i
c1ccc2c(c1)[IH]c1ccccc1-2	22	i
COC(=O)C1=C(c2ccc(F)cc2OCc2ccccc2)C[C@@H]2CC[C@H]1N2C(=O)NCc1ccccc1Cl	11	i
CC(C)(C)C(=O)O[C@H]1CC[C@@]2(C)C(=CC(=O)C3C2CC[C@]2(C)C(=O)[C@H](O)CC32)C1 (stereo partly specified)	-7	i
CC(=O)OC12COC1CC(O)C1(C)C(=O)C(O)C3=C(C)C(O)CC(O)(C(OC(=O)c4ccccc4)C21)C3(C)C (stereo unspecified)	2	i
CCOC(=O)CC(SP1(=S)OCC2(CC=CCC2)CO1)C(=O)OCC (stereo unspecified)	0	i
Cc1cc(C(=O)OCC(=O)Nc2ccc(F)cc2)c(C)n1C1CC1	0	i
Nc1ccc(-c2ccc(N)cc2)cc1	6	i
N#CC1=C(N)Oc2c(c(=O)oc3ccccc23)C1c1ccncc1 (stereo unspecified)	-3	i
CCS(=O)(=O)CCSP(=O)(OC)OC	-2	i
COC(=O)C1=C(c2ccc(F)cc2F)C[C@@H]2CC[C@H]1N2C(=O)N1CCC(O)CC1	12	i
COC(=O)C12OCC34C(CC5C(C)=C(O)C(=O)CC5(C)C3C(O)C1O)OC(=O)C(OC(=O)/C=C(\C)C(C)C)C24 (stereo unspecified)	5	i
C=C(COC(=O)CCC(=O)O)CC1CC(O)[C@]2(C)OC3CC4OC5C[C@]6(C)O[C@]7(C)CCC8OC9C[C@]%10(C)OC%11C(C)=CC(=O)OC%11CC%10OC9C[C@@H](C)C8OC7CC6O[C@]5(C)C/C=C\C4OC3CC2O1 (stereo partly specified)	3	i
CC[C@H]1CN2CCC1C[C@@H]2[C@@H](O)c1ccnc2ccc(OC)cc12 (stereo partly specified)	-1	i
CC(=O)O[C@@H]1CC[C@]2(C)C3CC[C@]4(C)C(=O)[C@H](O)CC4C3[C@@H](OC(C)=O)C[C@H]2C1 (stereo partly specified)	5	i
COc1ccc(NC2Oc3cc4c(cc3C(c3cc(OC)c(OC)c(OC)c3)C2C)OCO4)cc1 (stereo unspecified)	1	i
CCCCC1(CC)COP(=O)(OCC(Cl)(Cl)Cl)OC1 (stereo unspecified)	-2	i
c1ccc(CNC2CCCCCCC2)cc1 (tested in a mixture with another compound)	-10	i
COCCNC(=O)N1[C@H]2CC[C@@H]1C(C(=O)OC)=C(c1ccc(OC(F)(F)F)cc1)C2	-8	i
N#Cc1ccccc1OCC(=O)N1CCN(CC(=O)Nc2ccc(F)cc2)CC1	3	i
O=C1NC(=O)C2(Cc3c(nc4ccccn4c3=O)N3CCCCCC32)C(=O)N1Cc1ccccc1 (stereo unspecified)	1	i
